From PubChem
miR-122 sensor = miR-122 inhibition in Huh7 cells; Huh7 miR-122 Renilla luciferase sensor, 48 h; neutral wells = 0, positive control = 100; activation (reporter increase), % at 12.5 µM; hit rate 0.3% among 340,000;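 active means mean replicate activation score at least 90 and every replicate individually at or above 90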;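 further: higher luciferase means less miR-122 activity so hits act as miR-122 inhibitors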
ARNT TACC3 PPI = ARNT/TACC3 interaction disruption; Q9Y6A5; AlphaScreen His-ARNT PAS-B/GST-TACC3 binding, luminescence; TACC3 fragment carries E629A point mutation; inhibition, % at 9.99 µM; hit rate 0.66% among 390,000; AID 623870;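 active means mean inhibition of replicates at least 50% and at least half of replicates each reaching 50%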;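 further: 0% = complete ARNT plus TACC3 wells and 100% = ARNT alone without TACC3; many hits fall short of the cut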
C2C12 statin = suppression of simvastatin myotoxicity; C2C12 myotubes + simvastatin, ATP luminescence, 48 h; scaled: DMSO 0, geranylgeraniol control 100; rescue of ATP level, % at 7.49 µM; hit rate 0.78% among 330,000; AID 602340;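 active means mean ATP rescue above about 67%, or every replicate alone reaching that limit, limit read from the data, passing the limit was not always enough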;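 further: myotubes were challenged with 10 µM simvastatin during compound exposure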
Cneo AK release = causes C. neoformans cell lysis; lysis activity, % at 15 µM; hit rate 0.2% among 360,000; AID 651654; adenylate kinase release luminescence, 4 h; normalised: neutral wells 0, clomiphene wells 100;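 active means mean lysis activity across replicates of at least 80%, whatever share of replicates individually reach that level; inactive means mean lysis activity below 80%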
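Test system: log-phase Cryptococcus neoformans yeast cells; Quantity: yeast cell density of 5 × 10^6 cells/mL; Buffer or medium: YPD; Doses: single compound concentration per well; Timing: 4 h at 37 °C static, read 1 h later; Measured by: AK luminescence; Read-out basis: lysis from increased AK signal; Control set: Clomiphene as positive control.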
SIRT5 block = sirtuin-5 (human) deacylase inhibition | AID 652115 | hit rate 1.1% among 330,000 | Purified SirT5, succinyl-peptide AMC, trypsin-coupled fluorescence | inhibition, % at 15 µM; in the data active means inhibition above about 15%
Target sequence (Q9NXA8 whole entry, looked up): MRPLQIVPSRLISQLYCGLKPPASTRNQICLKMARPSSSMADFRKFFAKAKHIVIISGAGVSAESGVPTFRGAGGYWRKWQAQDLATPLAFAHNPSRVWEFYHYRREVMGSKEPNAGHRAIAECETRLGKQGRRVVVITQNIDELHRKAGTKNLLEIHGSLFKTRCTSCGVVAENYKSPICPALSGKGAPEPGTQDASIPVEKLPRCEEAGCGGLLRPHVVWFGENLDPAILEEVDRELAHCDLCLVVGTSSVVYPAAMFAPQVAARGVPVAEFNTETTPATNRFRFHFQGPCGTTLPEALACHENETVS
ERp5 block = inhibitors of human ERp5. ERp5 insulin aggregation, absorbance 650 nm, 90 min. inhibition, % at 9.99 µM. Q15084. hit rate 0.05% among 350,000. AID 651711;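 active means mean replicate inhibition above about 25%, with every replicate also reaching it, limit read from the data, passing the limit was not always enough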
Target sequence (Q15084 whole entry, looked up): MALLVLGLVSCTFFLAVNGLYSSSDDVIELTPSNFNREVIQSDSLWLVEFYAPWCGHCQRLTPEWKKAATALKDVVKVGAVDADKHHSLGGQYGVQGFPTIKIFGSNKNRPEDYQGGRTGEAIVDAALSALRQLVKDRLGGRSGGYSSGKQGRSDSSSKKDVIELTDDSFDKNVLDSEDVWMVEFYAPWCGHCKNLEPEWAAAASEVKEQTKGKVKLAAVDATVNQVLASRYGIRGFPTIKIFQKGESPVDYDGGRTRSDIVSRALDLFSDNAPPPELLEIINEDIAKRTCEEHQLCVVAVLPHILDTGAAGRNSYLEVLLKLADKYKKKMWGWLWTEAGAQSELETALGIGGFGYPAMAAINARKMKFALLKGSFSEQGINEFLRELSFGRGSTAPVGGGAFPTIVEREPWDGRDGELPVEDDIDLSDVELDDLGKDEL
esBAF inh = blocks esBAF chromatin remodeling in mouse ES cells; hit rate 2% among 350,000; Bmi1-luciferase knock-in reporter, 24 h; 100% = twice the neutral-well signal; reporter increase, % at 12.5 µM; AID 602393; in the data active means activation above about 40%;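 further: 0% = median of the plate's neutral control wells and 100% = double that signal; a rise in the Bmi1 reporter signal indicates esBAF inhibition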
* = called active by the depositor; [ ] = another dose, or the depositor's remark.

CCn1c(NCc2cc(Br)ccc2NS(=O)(=O)c2ccc(C)cc2)nc2ccccc21 was read as miR-122 sensor 15, ARNT TACC3 PPI -1, C2C12 statin 24, Cneo AK release 3 and esBAF inh 5.
For COc1ccc(S(=O)(=O)N(C)C[C@@H]2Oc3c(NC(=O)Nc4ccc5c(c4)OCO5)cccc3C(=O)N([C@H](C)CO)C[C@@H]2C)cc1 the results were miR-122 sensor -9[16.7 µM], ARNT TACC3 PPI 4, Cneo AK release -4, SIRT5 block -1, ERp5 block -7 and esBAF inh -1.
`CCCC(=O)N1CCN(c2ccc(NC(=O)c3ccc([N+](=O)[O-])o3)cc2)CC1` gave ARNT TACC3 PPI 3, SIRT5 block 3 and ERp5 block 1.
CCOc1ccc(NC(=O)CCN2CCN(c3ccccc3)CC2)cc1 was read as miR-122 sensor -18, ARNT TACC3 PPI 1, Cneo AK release 0 and esBAF inh -7.
Screening COc1cccc(C(=O)C2CCCN(Cc3ccc(OC)c(Cn4cncn4)c3)C2)c1 (stereo not drawn) returned miR-122 sensor 8, ARNT TACC3 PPI 36, C2C12 statin 3, Cneo AK release -4, SIRT5 block 0, ERp5 block -3 and esBAF inh -1.
O=C(N/C(=C/c1cccs1)c1nc2ccccc2[nH]1)c1ccccc1 was read as miR-122 sensor 10, ARNT TACC3 PPI -7, C2C12 statin -12, Cneo AK release -13 and esBAF inh 39.
CC(=O)Nc1ccc(C(=O)Nc2nc(-c3cc(C)n(Cc4ccccc4)c3C)cs2)cc1 was read as miR-122 sensor -1, ARNT TACC3 PPI -2, Cneo AK release 2 and ERp5 block -3.
`CCCNC(=O)N1CCC(C(=O)c2ccc(Cl)cc2)CC1` gave miR-122 sensor -4, ARNT TACC3 PPI -3, C2C12 statin -1, Cneo AK release -2 and esBAF inh 1.
`Cc1ccc(S(=O)(=O)N[C@H]2CC[C@H](CCNC(=O)Nc3ccc(Cl)cc3)O[C@@H]2CO)cc1` gave C2C12 statin -3, Cneo AK release -8, SIRT5 block 1, ERp5 block -3 and esBAF inh 11.
CCn1cc(CCCC(=O)NCc2ccc(OC)cc2)c2ccccc21 was read as miR-122 sensor -4, ARNT TACC3 PPI 10, C2C12 statin 1, Cneo AK release 2, SIRT5 block -22, ERp5 block 1 and esBAF inh 10.
`CCCN(Cc1cc(=O)[nH]c2ccccc12)C(=O)CC` gave miR-122 sensor -2, ARNT TACC3 PPI -22, C2C12 statin 1, SIRT5 block -3, ERp5 block 3 and esBAF inh -5.
`CCCn1nc(C(=O)Nc2ccc3nc(N4CCOCC4)sc3c2)ccc1=O` gave ARNT TACC3 PPI 0, C2C12 statin 3, Cneo AK release -2, SIRT5 block 4, ERp5 block 4 and esBAF inh 0.

Next part; it opens with the 4 that closed the last part.
`Cc1ccc(S(=O)(=O)N[C@H]2CC[C@H](CCNC(=O)Nc3ccc(Cl)cc3)O[C@@H]2CO)cc1` gave C2C12 statin -3, Cneo AK release -8, SIRT5 block 1, ERp5 block -3 and esBAF inh 11.
CCn1cc(CCCC(=O)NCc2ccc(OC)cc2)c2ccccc21 was read as miR-122 sensor -4, ARNT TACC3 PPI 10, C2C12 statin 1, Cneo AK release 2, SIRT5 block -22, ERp5 block 1 and esBAF inh 10.
`CCCN(Cc1cc(=O)[nH]c2ccccc12)C(=O)CC` gave miR-122 sensor -2, ARNT TACC3 PPI -22, C2C12 statin 1, SIRT5 block -3, ERp5 block 3 and esBAF inh -5.
`CCCn1nc(C(=O)Nc2ccc3nc(N4CCOCC4)sc3c2)ccc1=O` gave ARNT TACC3 PPI 0, C2C12 statin 3, Cneo AK release -2, SIRT5 block 4, ERp5 block 4 and esBAF inh 0.
COCCCNC(=S)NNC(=O)c1ccc(C(C)(C)C)cc1 was read as ARNT TACC3 PPI 0, SIRT5 block -3 and ERp5 block 2.
For CC=Cc1ccc2n(c1=O)C[C@@H]1[C@@H](CO)[C@H](C(=O)N3CCc4ccccc4C3)N[C@H]21 (mixture of isomers) the results were ARNT TACC3 PPI -4, C2C12 statin 6, Cneo AK release -4, SIRT5 block -1, ERp5 block -3 and esBAF inh -1.
Cc1ccc(S(=O)(=O)N2CCCCC2)cc1NC(=O)CNC(C)c1ccc(Cl)c(Cl)c1 (stereo not drawn) was read as C2C12 statin -9, Cneo AK release 1, SIRT5 block -2, ERp5 block -7 and esBAF inh -6.
Screening O=C(OCCc1cc2ccccc2c(=O)o1)c1cccc(Br)c1 returned miR-122 sensor -4, ARNT TACC3 PPI -1, C2C12 statin 19, Cneo AK release -1, SIRT5 block -3, ERp5 block 4 and esBAF inh 4.
`COc1ccc(S(=O)(=O)N(C)C)cc1NC(=O)COC(=O)CC1CCCC1` gave ARNT TACC3 PPI -5, SIRT5 block 2 and ERp5 block -10.
CCOC(=O)c1c(S(=O)(=O)N(C)Cc2ccccc2)c(C)n(C)c1C was read as miR-122 sensor 14, ARNT TACC3 PPI 10, C2C12 statin -2, Cneo AK release 5, SIRT5 block -3, ERp5 block 14 and esBAF inh -6.
CN(C)C(=O)C[C@H]1CC[C@@H](NC(=O)C2CCOCC2)[C@@H](CO)O1 was read as ARNT TACC3 PPI -2, C2C12 statin 14, Cneo AK release -8, SIRT5 block 0, ERp5 block -4 and esBAF inh -1.
O=C(COC(=O)CNC(=O)c1ccc(Cl)c([N+](=O)[O-])c1)NNC(=O)c1cccs1 was read as miR-122 sensor 5, ARNT TACC3 PPI 1, C2C12 statin -17, Cneo AK release 1, SIRT5 block -1 and ERp5 block 0.
CCOC(=O)c1cn(Cc2ccccc2)nn1 was read as miR-122 sensor -5, ARNT TACC3 PPI -1, Cneo AK release 1, SIRT5 block -1 and ERp5 block -2.
Screening Cc1ccc(-c2ccc3c(c2)O[C@@H](CN(C)Cc2cncnc2)[C@H](C)CN([C@@H](C)CO)S3(=O)=O)cc1 returned miR-122 sensor -16[16.7 µM], ARNT TACC3 PPI 10, C2C12 statin -53, Cneo AK release -6, SIRT5 block 2, ERp5 block 3 and esBAF inh 1.
Cc1ccc(NC(=O)N(CCC(=O)O)Cc2ccccc2)cc1 was read as miR-122 sensor -1, ARNT TACC3 PPI -7, Cneo AK release 0, SIRT5 block 0 and ERp5 block 3.
Oc1ccccc1-c1nnc(COc2ccc(Cl)cc2Cl)o1 was read as miR-122 sensor -5, C2C12 statin -2, Cneo AK release -2, ERp5 block -5 and esBAF inh 12.
`Cc1cccc(Cn2c(C(C)(C)C)cc3cccnc32)c1` gave miR-122 sensor -4, ARNT TACC3 PPI -1, C2C12 statin -54, Cneo AK release 0 and esBAF inh -6.
`C[C@@H]1CN([C@@H](C)CO)C(=O)CCCn2nncc2CO[C@@H]1CN(C)Cc1ccccc1` gave miR-122 sensor -2[16.7 µM], ARNT TACC3 PPI -1, C2C12 statin -6, Cneo AK release 12, SIRT5 block -4, ERp5 block 0 and esBAF inh -2.
`C=CCn1c(Cc2cccs2)nnc1SCC(=O)c1ccc(F)cc1` gave miR-122 sensor 12, ARNT TACC3 PPI 0, C2C12 statin -12, Cneo AK release -1 and esBAF inh -3.
`COc1ccc(S(=O)(=O)N2C[C@@H](O)COC[C@H]3O[C@H](CC(=O)N[C@H]4CCN(Cc5ccccc5)C4)CC[C@@H]32)cc1` gave miR-122 sensor -2[16.7 µM], ARNT TACC3 PPI -2, C2C12 statin -5, Cneo AK release 0, SIRT5 block -2, ERp5 block -1 and esBAF inh 2.
For O=C(Oc1ccc(OC(=O)C2CCC2)cc1)C1CCC1 the results were ARNT TACC3 PPI -4, SIRT5 block -8 and ERp5 block 1.
For C[C@@H]1CN([C@@H](C)CO)C(=O)c2cc(NS(=O)(=O)c3cn(C)cn3)ccc2O[C@@H]1CN(C)Cc1ccc(C(=O)O)cc1 the results were miR-122 sensor 30[16.7 µM], ARNT TACC3 PPI -7, C2C12 statin -47, Cneo AK release 10, SIRT5 block -1, ERp5 block -3 and esBAF inh -6.
For O=C(COC(=O)Cn1cnc2ccccc2c1=O)Nc1cc(Cl)ccc1[N+](=O)[O-] the results were ARNT TACC3 PPI -11, SIRT5 block 0 and ERp5 block -4.
For COc1cccc(-c2cnc3c(c2)C(=O)N([C@@H](C)CO)C[C@@H](C)[C@H](CN(C)Cc2ccc(F)cc2)O3)c1 the results were miR-122 sensor -3[16.7 µM], ARNT TACC3 PPI 11, C2C12 statin -2, Cneo AK release -9, SIRT5 block -3, ERp5 block 0 and esBAF inh 0.
Screening CCCCCc1c(C)nc(N2CCc3ccccc3C2)[nH]c1=O returned miR-122 sensor -3, ARNT TACC3 PPI -9, C2C12 statin 4, Cneo AK release -2 and esBAF inh 6.
For COc1ccc(OC)c(S(=O)(=O)n2cnc3cc(C)c(C)cc32)c1 the results were miR-122 sensor 31, ARNT TACC3 PPI 15, C2C12 statin 0, Cneo AK release 0 and esBAF inh -9.
`CCSc1nnc(C)c2ccccc12` gave miR-122 sensor -4, ARNT TACC3 PPI -4, Cneo AK release -1 and esBAF inh -7.
Screening CC(C)(C)c1ccc(S(=O)(=O)NCC(=O)N2CCCC2)cc1 returned miR-122 sensor 1, ARNT TACC3 PPI 7, C2C12 statin -6, Cneo AK release 1, SIRT5 block 0, ERp5 block 2 and esBAF inh 0.
For O=C1CN(c2nc3nonc3nc2N2CCCCC2)CCN1 the results were ARNT TACC3 PPI -16, SIRT5 block 0 and ERp5 block 8.
For Cc1cc(/C=N/n2cnnc2)c(C)n1-c1ccc2ncccc2c1 the results were miR-122 sensor -3, ARNT TACC3 PPI 2, C2C12 statin -4, Cneo AK release 5, SIRT5 block 1, ERp5 block -1 and esBAF inh -2.
C/C(=N/OC(=O)c1c(F)cccc1F)c1nccs1 was read as miR-122 sensor -20, ARNT TACC3 PPI -1, C2C12 statin 1, SIRT5 block 1, ERp5 block 19 and esBAF inh -5.
Screening O=S(=O)([O-])CCC[N+]1(CC#Cc2ccccc2)CCCCC1 returned ARNT TACC3 PPI 1, SIRT5 block -3 and ERp5 block -1.
CC(C)N=C1NN=C(c2ccc(Cl)c(Cl)c2)CS1 was read as miR-122 sensor -1, ARNT TACC3 PPI 4, SIRT5 block -4 and ERp5 block 2.
For C=CCn1c(Cc2cccs2)nnc1SCC(=O)NCc1ccco1 the results were miR-122 sensor -1, ARNT TACC3 PPI 1, C2C12 statin 10, Cneo AK release 0 and esBAF inh -6.
Screening Cc1cc(C)c(C)c(S(=O)(=O)N2CCC(C(=O)NCc3cccs3)CC2)c1C returned miR-122 sensor 3, C2C12 statin -1, Cneo AK release -2, SIRT5 block -2, ERp5 block -3 and esBAF inh -1.
`CN(C)CCCNc1nc2cc(-c3cncnc3)sc2c(=O)n1C` gave miR-122 sensor -2, C2C12 statin 1, Cneo AK release -1, ERp5 block 3 and esBAF inh -2.
Cc1onc(-c2c(F)cccc2Cl)c1C(=O)NCc1ccc(F)cc1 was read as ARNT TACC3 PPI -6, C2C12 statin -1, SIRT5 block -3, ERp5 block 4 and esBAF inh -2.
For CCN(CCCNC(=O)CCn1c(=O)[nH]c2ccsc2c1=O)c1ccccc1 the results were miR-122 sensor -2, ARNT TACC3 PPI -6, C2C12 statin 1, Cneo AK release -9, SIRT5 block 1, ERp5 block -1 and esBAF inh -5.
`O=C(Nc1ccccc1F)N1C[C@H]2[C@@H](c3ccccc31)[C@H](CO)N2C(=O)Cc1ccccc1` gave miR-122 sensor 36[16.7 µM], ARNT TACC3 PPI -2, C2C12 statin 23, Cneo AK release -6, SIRT5 block 1, ERp5 block 0 and esBAF inh 19.
For O=C(c1ccccc1)n1nnc2ccccc21 the results were miR-122 sensor -6, ARNT TACC3 PPI -9 and Cneo AK release 11.
COc1cccc(CCNC(=O)COc2cccc3c2OC(C)(C)C3)c1 was read as miR-122 sensor 1, ARNT TACC3 PPI 22, C2C12 statin -14, Cneo AK release -2, SIRT5 block -1, ERp5 block 2 and esBAF inh -5.
For C[C@@H]1CN([C@@H](C)CO)C(=O)c2cccc(NS(=O)(=O)c3ccccc3)c2O[C@H]1CN(C)Cc1ccc(C(=O)O)cc1 the results were miR-122 sensor -6[16.7 µM], ARNT TACC3 PPI -7, C2C12 statin 1, Cneo AK release 4, SIRT5 block -2, ERp5 block -3 and esBAF inh 2.
`C[C@@H]1CN([C@H](C)CO)C(=O)c2cccc(NC(=O)c3cnccn3)c2O[C@@H]1CN(C)CC1CC1` gave miR-122 sensor -2[16.7 µM], ARNT TACC3 PPI -5, C2C12 statin -4, Cneo AK release 9, SIRT5 block -8, ERp5 block 6 and esBAF inh -2.
